Source: PubChem BioAssay (National Center for Advancing Translational Sciences (NCATS))
A549 tox: A549 cytotoxicity, counter-screen for Nrf2 inhibitors; A549 ARE-Fluc cells, CellTiter-Fluor viability, 18-24 h; 0.16% of 390,000 active; Potency, µM (top dose mostly 46 µM), inactives show at the top dose activity change, negative = cytotoxicity, usual class: inhibitors; further: potency means the concentration at half of the fitted maximal effect; on the % scale 0 is the no-effect control and ±100 the full control effect
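A549 ARE-Fluc cells in 5% FBS OPTI-MEM, 5000 cells/well, rested 2 h then exposed to compounds in concentration-response for 18-24 h at 37 °C. Viability by CellTiter-Fluor fluorescence (Ex 405/Em 525) after 30 min; luciferase luminescence (BugLite, 15 min, RT) read afterwards.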
EPAC2 ag: agonists of human EPAC2 (RAPGEF4); Q8WZA2; EPAC2 activation, biochemical qHTS; response scale: 100% = 6.5 mM cAMP response; Potency, µM (doses to about 154 µM), inactives show top-dose activation, hits mostly activators; 0.079% of 360,000 active; further: potency means the concentration at half of the fitted maximal effect; nearly all actives have a fitted effect of over 50% in size
Target sequence (Q8WZA2 whole entry, looked up): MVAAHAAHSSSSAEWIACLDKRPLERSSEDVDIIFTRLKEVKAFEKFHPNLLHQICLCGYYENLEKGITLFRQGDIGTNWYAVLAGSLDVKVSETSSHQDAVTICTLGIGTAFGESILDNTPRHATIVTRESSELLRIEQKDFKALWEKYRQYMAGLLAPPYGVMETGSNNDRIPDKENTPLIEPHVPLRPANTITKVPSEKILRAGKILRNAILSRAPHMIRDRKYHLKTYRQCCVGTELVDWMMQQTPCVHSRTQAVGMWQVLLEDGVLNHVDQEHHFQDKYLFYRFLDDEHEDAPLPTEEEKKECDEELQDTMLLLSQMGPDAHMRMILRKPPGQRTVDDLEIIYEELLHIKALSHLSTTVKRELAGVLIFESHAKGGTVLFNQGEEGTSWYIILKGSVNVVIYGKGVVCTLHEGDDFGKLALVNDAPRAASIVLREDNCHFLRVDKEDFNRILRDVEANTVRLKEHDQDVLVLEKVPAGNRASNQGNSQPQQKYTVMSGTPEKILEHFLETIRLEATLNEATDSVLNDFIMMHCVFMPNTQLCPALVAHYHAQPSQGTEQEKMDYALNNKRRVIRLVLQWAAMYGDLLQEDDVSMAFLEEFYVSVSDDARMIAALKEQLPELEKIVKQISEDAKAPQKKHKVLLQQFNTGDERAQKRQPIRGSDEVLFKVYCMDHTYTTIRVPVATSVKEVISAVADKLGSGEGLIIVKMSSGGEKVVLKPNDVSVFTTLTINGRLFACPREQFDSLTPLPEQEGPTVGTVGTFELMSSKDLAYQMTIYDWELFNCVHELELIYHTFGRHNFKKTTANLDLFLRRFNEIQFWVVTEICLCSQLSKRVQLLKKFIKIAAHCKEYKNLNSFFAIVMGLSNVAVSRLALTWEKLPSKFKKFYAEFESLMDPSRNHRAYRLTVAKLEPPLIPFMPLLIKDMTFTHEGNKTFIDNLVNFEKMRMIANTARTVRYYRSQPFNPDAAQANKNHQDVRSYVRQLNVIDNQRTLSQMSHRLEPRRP
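Each well held 100 nM EPAC2, 250 nM RAP1B-BODIPY-GDP and 50 uM GDP. Fluorescence, read at 5-min intervals to 30 min, was referenced to a 6.5 mM cAMP positive control.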
TGFb inhibitor: blocks TGF-b signaling; HepG2 CAGA-GFP TGF-b/SMAD3 reporter, GFP fluorescence, 18 h; TGF-beta stimulated, 500 pg/mL final; Potency, µM (series often up to 46.1 µM), inactives show at the highest dose activity, negative = inhibition, usual class: inhibitors; 1.2% of 410,000 active; further: potency means the concentration at half of the fitted maximal effect; on the % scale 0 is the no-effect control and ±100 the full control effect; nearly all actives have a fitted effect of over 65% in size
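GFP signal (ex488/em500-530) from TGF-beta-stimulated HEPG2 CAGA-GFP cells, 500 pg/mL final, 18 h at 37 degrees C in DMEM plus 1% FBS, normalized to unstimulated and DMSO-stimulated controls.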
Akt phos inh: Akt phosphorylation inhibition; Neuro2A IGF-stimulated pAkt S473 HTRF, 20 min; stronger effect = lower value; 0.32% of 360,000 active; activity change, % for hits at 50 µM; in the data active means activity change below about -80%; inconclusive means mostly about -51% to -80%; further: on the % scale 0 is the no-effect control and ±100 the full control effect
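Single-point screen (50 µM final compound) in Neuro2A cells stimulated 20 min with 6 nM IGF at 37 deg C. After lysis, Ser473-phosphorylated Akt read by HTRF (ex 330 nm, em 615/665 nm) as the 665/615 ratio.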
Nrf2 ARE act: Nrf2 pathway activation | AREc32 ARE-luciferase reporter (MCF7-derived line), luminescence, 24 h | Potency, µM (series often up to 46.1 µM), for inactives: at the top dose activation, hits mostly activators | 0.31% of 410,000 active | AID 624171; further: potency means the concentration at half of the fitted maximal effect; % of control where 0% means no effect; nearly all actives have a fitted effect of over 65% in size
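Each well held 1000 AREc32 cells, which were incubated with compound for 24 hr at 37 deg C after overnight attachment, and ARE reporter activity was quantified by firefly luciferase luminescence.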
CCT chaperon mod: changes cytosolic chaperonin activity; activity change, % (no concentration beside the values), hits read low; AID 651819; purified chaperonin ATPase assay, HTRF ADP detection, 30 min; 0.3% of 360,000 active; in the data active means activity change below about -30%; further: on the % scale 0 is the no-effect control and ±100 the full control effect
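First, chaperonin was dispensed at 40 nM or 20 nM final depending on batch activity. Next, compounds were pinned at 76 uM and ATP added at 10 uM. After 30 min at 37 °C, ADP detection reagents ran 30 min at ambient temperature.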
EPAC2 antagonist: EPAC2 (human) antagonism; Q8WZA2; Potency, µM (top dose mostly 114 µM), for the others: at the top dose activity, negative = inhibition, most hits filed as inhibitors; 0.18% of 360,000 active; EPAC2 GEF exchange of Rap1B-BODIPY-GDP, fluorescence; further: potency means the concentration at half of the fitted maximal effect; on the % scale 0 is the no-effect control and ±100 the full control effect; nearly all actives have a fitted effect of over 45% in size; many of its hits are not listed in these tables
Nrf2 inh: blocks Nrf2 signaling | A549 ARE-Fluc reporter, luciferase luminescence, 18-24 h | Potency, µM (titrated, usually from 46 µM), inactives show at the top dose activity change, negative = inhibition, most hits filed as inhibitors | 2.1% of 360,000 active | AID 504444; further: potency means the concentration at half of the fitted maximal effect; on the % scale 0 is the no-effect control and ±100 the full control effect; nearly all actives have a fitted effect of over 60% in size
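Quantitative HTS in A549 cells stably bearing an antioxidant response element-firefly luciferase construct. Inhibition of Nrf2-driven transcription was scored by luminescence after 18-24 h of compound exposure at 37 °C.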
MmCpn inh: blocks the Methanococcus maripaludis chaperonin Mm-Cpn. purified Mm-Cpn ATPase, ADP Transcreener TR-FRET. Potency, µM (highest dose often 76.9 µM), inactives show at the highest dose activity, negative = inhibition, usual class: inhibitors. 0.031% of 330,000 active. AID 504842; further: potency means the concentration at half of the fitted maximal effect; on the % scale 0 is the no-effect control and ±100 the full control effect; nearly all actives have a fitted effect of over 80% in size
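Reaction buffer contained 30 mM Tris pH 7.4, 100 mM KCl, 5 mM MgCl2 and 1 mM DTT. Mm-CPN (25 nM final) hydrolysed 10 uM ATP over 30 min at 37°C; ADP was read by HTRF.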
* hit, by the source's call; i = inactive; ? = inconclusive; / = no result given; & = joins results of further samples; [ ] = dose if it differs, or a comment. Unless noted, the call rests on the fitted dose curve; in most records, active means well fitted curve in the direction sought with a large enough effect; inconclusive means small, poorly fitted or top-dose-only effect, or another doubt; inactive means no such curve, though single readings can be large; an effect the other way counts as inactive or inconclusive.

structure,TGFb inhibitor,A549 tox,CCT chaperon mod,EPAC2 antagonist,Nrf2 ARE act,Nrf2 inh,MmCpn inh,Akt phos inh,EPAC2 ag
CCCCC1OC2(C)OC(=N)C1(C#N)C(C#N)(C#N)C2c1ccccc1 (configuration not stated),-3%,3%,1.6,0%,0.3%,5%,0%,i,16%
COc1ccc2nc(C(F)(F)Cl)c(C#N)c(N)c2c1,?,-3%,1.1,?,-0.9%,21µM*,1%,i,7%
Cc1cccc(N2CCN(C(=O)c3cc4ccccc4oc3=O)CC2)c1C,15%,7%,-2.2,-17%,2.4%,-2%,-1%,i,22%
CC(C(=O)O)N(C(=O)c1ccccc1)c1ccc(F)cc1 (configuration not stated),-10%,3%,0.2,-9%,2.9%,-4%,-2%,i,4%
COc1ccc(CCNC(=O)Cn2c(-c3nonc3N)nc3ccccc32)cc1OC,-9%,-12%,-0.4,11%,0.3%,-6%,2%,i,0%
c1ccc2nc(NN=C3CCCCC3)ccc2c1,0%,?,-0.7,-11%,11%,?,/,i,10%
O=C(O)CCC(=NNC(=O)c1cccc(S(=O)(=O)N2CCCCC2)c1)c1ccccc1,-3%,-1%,0.8,-3%,1.9%,-3%,0%,i,5%
C=CCC1(CC=C)CCCN1C(=O)c1cc(COc2ccc(-n3cncn3)cc2)on1,?,-13%,-2.6,-9%,-0.3%,8.2µM*,1%,i,20%
CC(c1ccccc1)N1C(=O)c2ccc(C(=O)Nc3ccccc3C(=O)O)cc2C1=O (configuration not stated),?,0%,0.1,?,-0.5%,-9%,3%,i,3%
CCOc1ccc(-c2cc(CCCC(=O)Nc3cccc(OC)c3)no2)cc1,-15%,1%,-1.0,3%,-3.7%,/,-1%,i,6%
CC(Sc1nc(-c2ccccc2)cc(C(F)(F)F)n1)C(=O)NCCN1CCOCC1 (configuration not stated),0%,-8%,0.6,4%,-0.2%,12%,-2%,i,5%
CC(=O)NC(=O)c1ccc(-c2ccc(Cl)cc2)o1,-11%,3%,-2.3,-13%,-0.5%,28%,1%,i,4%
O=C1/C(=C/c2cccs2)SC(=S)N1CCC(=O)N1CCCCC1CCO (configuration not stated),-28%,-13%,1.3,-3%,23%,?,-7%,i,3%
Cc1ccc(-n2nnnc2-c2cccc(C)c2)cc1,18%,-3%,2.5,-1%,0.1%,7%,3%,i,5%
CC(C)(C)OC(=O)N1CCC(NC(=O)c2[nH]cnc2C(=O)Nc2ccc(Cl)cc2)CC1,0%,18%,-0.1,-21%,-1.2%,8%,-3%,i,-19%
CN(Cc1ccccc1)S(=O)(=O)c1nnc(NC(=O)c2ccccc2Cl)s1,-27%,-8%,/,/,5.9%,-12%,/,/,/
Cc1cccc(C)c1OCC(=O)NCc1ccccc1,0%,2%,1.4,-5%,-0.5%,-12%,2%,i,-5%
CC(Cc1cccs1)NC(=S)Nc1ccc(Cl)cc1 (configuration not stated),?,-16%,-1.4,?,-0.5%,18µM*,-1%,i,14%
COc1ccc(-c2cc(C(F)(F)F)nc(-n3ccnc3C)n2)cc1,1%,2%,-3.7,-22%,0.0%,-9%,-2%,i,-19%
Cc1ccc(C2NC(=O)c3sc(=S)n(-c4ccccc4)c3N2)cc1 (configuration not stated),-24%,1%,-1.2,25%,0.4%,?,0%,i,-2%
CC(C)Oc1ccc(CNC(=O)c2cnc3sc(N4CCCCCC4)nn3c2=O)cc1,-2%,1%,/,/,0.3%,-20%,/,/,/
CCC(=O)/C=C1\Sc2ccc(OC)cc2N1CCO,15%,2%,1.6,12%,-0.1%,?,-5%,i,4%
CC1CCN(S(=O)(=O)c2ccc(NC(=O)C3CCCCC3C(=O)O)cc2)CC1 (configuration not stated),-13%,1%,0.1,3%,-0.8%,-9%,/,i,3%
C#CCOCCOCCOCCNc1nc(N2CCN(C(=O)[C@H](CCC(=O)O)n3cc([C@@H](N)[C@H](C)CC)nn3)CC2)nc(N2CCN(C(=O)[C@H](CCC(=O)O)n3cc([C@@H](N)CCSC)nn3)CC2)n1,-1%,4%,-2.0,0%,0.4%,-12%,0%,i,13%
CS(=O)(=O)N(Cc1ccc(Cl)cc1)c1ccc(C(=O)NCCC2=CCCCC2)cc1,1%,0%,2.8,12%,0.3%,/,2%,i,-13%
NC(=O)CC(NC(=O)c1ccc(Br)cc1)c1ccc(NC2CCCCCC2)c([N+](=O)[O-])c1 (configuration not stated),4%,-27%,-2.1,19%,0.4%,?,-1%,i,-4%
O=C(O)c1ccc2c(c1)N(Cc1ccccc1)C(=O)c1ccccc1S2=O (configuration not stated),0%,7%,1.5,-18%,-1.1%,4%,0%,i,1%
O=C(N/N=C/c1ccc([N+](=O)[O-])cc1)c1cc2ccccc2o1,1%,-8%,0.0,2%,0.2%,-5%,-2%,i,9%
COC(=O)C1CC2(C(=O)OC)CC(C(=O)OC)(CC(C(=O)OC)C2=O)C1=O (configuration not stated),3%,5%,-1.6,-6%,0.1%,4%,/,i,6%
COC(CNC(=O)C1CCC(CNS(=O)(=O)c2c(C)cc(C)cc2C)CC1)OC (configuration not stated),14%,0%,0.8,-4%,0.0%,8%,1%,i,11%

Rewritten with two lines to a compound: entries from further up.
Values run as follows: TGFb inhibitor, A549 tox, CCT chaperon mod, EPAC2 antagonist, Nrf2 ARE act, Nrf2 inh, MmCpn inh, Akt phos inh, EPAC2 ag
- CS(=O)(=O)N(Cc1ccc(Cl)cc1)c1ccc(C(=O)NCCC2=CCCCC2)cc1
 : 1%, 0%, 2.8, 12%, 0.3%, /, 2%, i, -13%
- NC(=O)CC(NC(=O)c1ccc(Br)cc1)c1ccc(NC2CCCCCC2)c([N+](=O)[O-])c1 (configuration not stated)
 : 4%, -27%, -2.1, 19%, 0.4%, ?, -1%, i, -4%
- O=C(O)c1ccc2c(c1)N(Cc1ccccc1)C(=O)c1ccccc1S2=O (configuration not stated)
 : 0%, 7%, 1.5, -18%, -1.1%, 4%, 0%, i, 1%
- O=C(N/N=C/c1ccc([N+](=O)[O-])cc1)c1cc2ccccc2o1
 : 1%, -8%, 0.0, 2%, 0.2%, -5%, -2%, i, 9%

More entries follow:
structure,TGFb inhibitor,A549 tox,CCT chaperon mod,EPAC2 antagonist,Nrf2 ARE act,Nrf2 inh,MmCpn inh,Akt phos inh,EPAC2 ag
CCCn1nnc(NC(=O)c2cc(Br)ccc2OC)n1,-1%,0%,0.6,-5%,24%,0%,2%,i,-3%
O=C(OC1CCS(=O)(=O)c2sccc21)c1ccccc1 (configuration not stated),7%,5%,4.1,-3%,2.8%,/,-1%,i,5%
COc1ccc(S(=O)(=O)NCC2CC3C=CC2C3)cc1OC (configuration not stated),8%,-3%,1.2,3%,-0.6%,-16%,0%,i,3%
S=c1[nH]ncc2ccccc12,-18%,-8%,1.6,12%,3.4%,-4%,-2%,i,-3%
CCCn1cc(S(=O)(=O)c2cccc(Cl)c2)c(=O)c2cc(F)c(N3CCCC3)cc21,?,-7%,/,/,0.4%,?,/,/,/
COc1cc(/C=N/NC(=O)c2cnn3c(C)cc(-c4ccccc4)nc23)ccc1O,11%,-6%,0.9,0%,2.3%,-10%,1%,i,-23%
CCN(CC1COc2ccccc2O1)C(=S)Nc1ccc(F)cc1 (configuration not stated),-20%,4%,0.2,8%[57.1 µM],3.9%,?,2%,i,22%
Cc1noc(/C=C/N(C)C)c1S(=O)(=O)N1CCCC(C(=O)NCc2ccc(Cl)cc2)C1 (configuration not stated),?,-3%,-2.2,-13%,0.2%,8%,-2%,i,9%
COc1ccc(CCNC(=O)c2cc(C)oc2C)cc1,-11%,2%,-2.5,-11%,0.2%,-9%,0%,i,7%
C=CCNc1nc(=S)[nH]c2cc(OC)c(OC)cc12,-2%,3%,-0.6,8%,1.5%,6%,3%,i,8%
CC(OC(=O)c1ccc2ncsc2c1)C(=O)N(C)C1CCCCC1 (configuration not stated),-9%,-14%,-0.2,2%,-0.8%,4%,-8%,i,-3%
CC(C)(C)c1ccc(C(=O)Nc2nonc2-c2nc3ccccc3[nH]2)cc1,-1%,3%,-0.2,2%,-1.4%,/,2%,i,3%
O=C(CNC(=O)c1ccc2c(c1)OCO2)N/N=C/c1cc(Br)ccc1O,-1%,1%,-4.6,1%,-2.1%,?,-2%,i,3%
Cc1ccc(NC(=O)COC(=O)c2ccc(Cl)nc2)cc1S(=O)(=O)N1CCCCC1,20%,3%,-6.0,-11%,-0.8%,0%,-5%,i,6%
Cc1ccc(N2C(=O)CC(Sc3ncccn3)C2=O)cc1C (configuration not stated),4%,-6%,1.4,4%,0.7%,2%,0%,i,-1%
C=CCn1c(C)nnc1SCC(=O)NC1CC1,-2%,1%,1.3,7%,0.3%,1%,1%,i,1%
N/C(=N\OC(=O)c1cc(Cl)ccc1Cl)c1cccnc1,3%,-4%,-0.4,11%,?,?,-1%,i,-1%
COCCNC(=O)CSc1nc2cc3c(cc2c(=O)n1CCCC(=O)NCCc1ccc(OC)c(OC)c1)OCO3,2%&5%,-6%&2%,-5.0,3%,-0.6%&-0.5%,?,2%,i,9%
Cn1c(=O)c([N+](=O)[O-])c(NCc2ccccc2)c2ccccc21,13%,3%,-56*,19%[57.1 µM],2.6%,3%,-5%,i,-19%
Cc1cccc(C)c1NC(=O)COC(=O)/C=C/c1ccc(S(=O)(=O)N2CCOCC2)cc1,13%,0%,-0.9,-5%,0.0%,-12%,0%,i,-9%
O=C(COC(=O)c1cccc(S(=O)(=O)N2CCCC2)c1)Nc1ccccc1,-7%,-1%,-0.9,-3%,-0.9%,4%,0%,i,8%

This is a subset. The share of hits here may be higher or lower than overall.
